Pf apPOL inh: Pf-apPOL DNA polymerase inhibition; 210,000 tested, 0.25% active; inhibition, % at 10 µM; Recombinant Pf-apPOL, molecular beacon fluorescence, 1.5 h
mHTT CaM bind: disrupts binding of mutant huntingtin to calmodulin. 190,000 tested, 3.6% active. inhibition, % at 15 µM. AlphaScreen His-mHTT/GST-CaM binding, luminescence. P42858;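 also: 0% = both proteins with DMSO and 100% = one protein alone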
Target sequence (P42858 whole entry, looked up, stated change not applied): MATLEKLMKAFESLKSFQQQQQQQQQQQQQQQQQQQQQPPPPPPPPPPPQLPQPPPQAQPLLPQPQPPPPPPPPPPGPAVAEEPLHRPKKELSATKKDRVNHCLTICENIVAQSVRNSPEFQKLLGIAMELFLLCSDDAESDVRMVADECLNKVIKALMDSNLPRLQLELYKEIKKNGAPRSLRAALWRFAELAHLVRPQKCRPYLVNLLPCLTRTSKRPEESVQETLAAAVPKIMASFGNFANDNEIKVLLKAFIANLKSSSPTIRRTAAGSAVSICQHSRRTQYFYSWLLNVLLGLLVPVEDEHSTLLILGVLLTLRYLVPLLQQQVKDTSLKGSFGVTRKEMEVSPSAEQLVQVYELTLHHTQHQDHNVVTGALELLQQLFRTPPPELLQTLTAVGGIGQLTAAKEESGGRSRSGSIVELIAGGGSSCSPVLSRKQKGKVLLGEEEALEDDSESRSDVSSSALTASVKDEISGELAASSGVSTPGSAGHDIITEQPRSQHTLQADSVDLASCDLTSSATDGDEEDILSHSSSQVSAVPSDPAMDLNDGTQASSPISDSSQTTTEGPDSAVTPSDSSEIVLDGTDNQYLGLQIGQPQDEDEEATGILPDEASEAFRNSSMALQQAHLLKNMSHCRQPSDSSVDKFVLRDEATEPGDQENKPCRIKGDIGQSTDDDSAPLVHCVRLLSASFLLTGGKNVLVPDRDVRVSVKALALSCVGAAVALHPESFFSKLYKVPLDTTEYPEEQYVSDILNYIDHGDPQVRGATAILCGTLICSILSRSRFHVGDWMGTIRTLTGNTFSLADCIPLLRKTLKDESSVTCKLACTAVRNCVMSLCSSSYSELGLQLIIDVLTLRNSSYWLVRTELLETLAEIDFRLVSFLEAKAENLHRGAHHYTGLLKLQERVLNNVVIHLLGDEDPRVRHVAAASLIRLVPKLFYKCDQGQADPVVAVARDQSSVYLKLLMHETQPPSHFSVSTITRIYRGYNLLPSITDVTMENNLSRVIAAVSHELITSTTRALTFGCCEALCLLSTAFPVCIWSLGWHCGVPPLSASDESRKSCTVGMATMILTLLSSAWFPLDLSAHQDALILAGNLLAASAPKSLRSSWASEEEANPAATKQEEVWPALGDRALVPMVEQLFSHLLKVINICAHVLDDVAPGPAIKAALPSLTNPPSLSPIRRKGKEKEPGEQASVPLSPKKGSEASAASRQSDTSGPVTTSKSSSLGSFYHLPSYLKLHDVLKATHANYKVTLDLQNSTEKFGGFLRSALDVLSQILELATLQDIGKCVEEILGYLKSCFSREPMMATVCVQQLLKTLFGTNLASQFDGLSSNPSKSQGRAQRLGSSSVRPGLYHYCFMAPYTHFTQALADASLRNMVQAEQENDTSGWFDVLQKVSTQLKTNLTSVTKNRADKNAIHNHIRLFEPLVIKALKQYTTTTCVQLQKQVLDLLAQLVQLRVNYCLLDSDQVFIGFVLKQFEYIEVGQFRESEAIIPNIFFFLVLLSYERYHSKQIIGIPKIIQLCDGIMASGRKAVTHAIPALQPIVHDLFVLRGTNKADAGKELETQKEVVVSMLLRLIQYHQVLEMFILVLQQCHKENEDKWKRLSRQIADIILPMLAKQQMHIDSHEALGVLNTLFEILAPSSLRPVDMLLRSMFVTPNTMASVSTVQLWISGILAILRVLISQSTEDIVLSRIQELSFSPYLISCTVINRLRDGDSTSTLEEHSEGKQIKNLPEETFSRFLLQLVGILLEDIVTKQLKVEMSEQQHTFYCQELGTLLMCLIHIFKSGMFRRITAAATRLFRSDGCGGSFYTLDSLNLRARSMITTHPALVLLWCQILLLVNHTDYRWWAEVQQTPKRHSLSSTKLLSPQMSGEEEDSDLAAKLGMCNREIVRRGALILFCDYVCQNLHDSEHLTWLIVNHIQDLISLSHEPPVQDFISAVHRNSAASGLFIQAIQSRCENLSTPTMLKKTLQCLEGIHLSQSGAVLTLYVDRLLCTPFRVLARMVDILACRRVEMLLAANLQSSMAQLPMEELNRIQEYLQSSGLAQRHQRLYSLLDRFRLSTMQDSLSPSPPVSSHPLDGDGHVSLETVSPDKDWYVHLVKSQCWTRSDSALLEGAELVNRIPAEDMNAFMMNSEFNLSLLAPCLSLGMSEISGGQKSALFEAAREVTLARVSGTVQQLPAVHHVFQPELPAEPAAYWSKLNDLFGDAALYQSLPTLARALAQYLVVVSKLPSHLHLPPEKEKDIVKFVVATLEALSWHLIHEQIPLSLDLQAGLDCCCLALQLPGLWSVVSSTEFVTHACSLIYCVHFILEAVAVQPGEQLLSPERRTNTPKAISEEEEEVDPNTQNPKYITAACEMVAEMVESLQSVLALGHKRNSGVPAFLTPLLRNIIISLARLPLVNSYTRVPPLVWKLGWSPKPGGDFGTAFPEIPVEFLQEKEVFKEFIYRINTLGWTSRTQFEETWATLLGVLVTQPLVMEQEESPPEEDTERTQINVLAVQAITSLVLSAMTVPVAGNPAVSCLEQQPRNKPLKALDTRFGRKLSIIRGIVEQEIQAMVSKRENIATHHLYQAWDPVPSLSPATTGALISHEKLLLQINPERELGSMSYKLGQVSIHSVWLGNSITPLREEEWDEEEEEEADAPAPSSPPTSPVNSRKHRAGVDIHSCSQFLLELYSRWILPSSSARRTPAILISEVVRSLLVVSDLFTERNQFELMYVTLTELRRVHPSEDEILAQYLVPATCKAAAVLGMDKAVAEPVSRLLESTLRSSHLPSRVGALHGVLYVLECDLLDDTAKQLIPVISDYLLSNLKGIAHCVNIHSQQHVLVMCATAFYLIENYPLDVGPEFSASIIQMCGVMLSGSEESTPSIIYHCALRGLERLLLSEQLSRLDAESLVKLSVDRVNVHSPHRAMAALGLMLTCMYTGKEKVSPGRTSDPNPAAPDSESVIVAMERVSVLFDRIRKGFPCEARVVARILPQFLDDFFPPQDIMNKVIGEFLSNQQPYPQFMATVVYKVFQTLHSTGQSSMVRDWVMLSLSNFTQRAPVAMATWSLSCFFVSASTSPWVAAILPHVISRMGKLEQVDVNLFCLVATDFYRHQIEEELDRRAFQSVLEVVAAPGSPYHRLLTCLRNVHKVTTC
An asterisk follows results filed as active; · = not tested or not shown; & = joins results of further samples. Rule as the data show it: active = inhibition above about 50%; inactive = the rest.

Start of the listing, in advance, 19 compounds:
SMILES	Pf apPOL inh	mHTT CaM bind
O=C(Cc1ccccc1)N1CCCCC1c1nc(-c2ccncc2)no1 (centres undefined)	0	-16
O=C(c1cc(F)c(F)cc1Cl)N1CCN(c2ccc(F)cc2[N+](=O)[O-])CC1	-5	12
Cc1ccccc1OCc1nc2c3c4c(sc3ncn2n1)CCCC4	5	-3
Clc1ccc(Nc2nc(Cl)nc(N3CCOCC3)n2)nc1	-6	21
O=C(Cn1c2c(c(=O)n(C3CCCCC3)c1=O)CCC2)NCc1ccco1	-3	-14
CC(C)C(=O)N1CCN(c2nc3c(s2)CC(C(=O)N2CCCC2)CC3)CC1 (centres undefined)	3	10
O=C(CCCc1ccccc1)N1CCN(c2nc(CN3CCCCC3)cs2)CC1	3	11
COCCCNC(=O)c1ccn2c(-c3cc(F)cc(F)c3)nnc2c1	-2	-4
CC(C)C1N=C2c3ccccc3N=C(SCC(=O)c3ccc(O)c(O)c3)N2C1=O (centres undefined)	-1	20
O=C1c2ccc([N+](=O)[O-])cc2C(=O)N1CNc1ccccn1	0	-2
COc1ccc(C(=O)C=CNc2ccc(Cl)cc2Cl)cc1	-4	·
COc1cc(NC(=O)COc2ccc(Br)cc2)c(OC)cc1Cl	1	-8
N#CC1=C(N)OC2=C(C(=O)CC(c3ccccc3)C2)C1c1c[nH]c2ccccc12 (centres undefined)	3	58*
c1cncc(CNCc2ccco2)c1	0	·
CCCn1cc2c(c1-c1ccccc1)c(=O)n(C)c(=O)n2C	-8	5
COc1ccc(-c2nc3cccnc3n2C2CCN(C(=O)Nc3cccc(Cl)c3)C2)cc1 (centres undefined)	-6	20
CCC(=O)N1CCN(c2ccc(F)c(Cl)c2)C(=O)C1C (centres undefined)	-3	-1
N#CC(=Cc1ccsc1Sc1ccc(Cl)cc1)S(=O)(=O)c1ccc(Cl)cc1	2&-12	·
O=C(NC1CCCc2ccccc21)c1ccc(-n2nc(N3CCCC3)ccc2=O)cc1 (centres undefined)	2	12

The listing, repeating the preview:
SMILES	Pf apPOL inh	mHTT CaM bind
O=C(Cc1ccccc1)N1CCCCC1c1nc(-c2ccncc2)no1 (centres undefined)	0	-16
O=C(c1cc(F)c(F)cc1Cl)N1CCN(c2ccc(F)cc2[N+](=O)[O-])CC1	-5	12
Cc1ccccc1OCc1nc2c3c4c(sc3ncn2n1)CCCC4	5	-3
Clc1ccc(Nc2nc(Cl)nc(N3CCOCC3)n2)nc1	-6	21
O=C(Cn1c2c(c(=O)n(C3CCCCC3)c1=O)CCC2)NCc1ccco1	-3	-14
CC(C)C(=O)N1CCN(c2nc3c(s2)CC(C(=O)N2CCCC2)CC3)CC1 (centres undefined)	3	10
O=C(CCCc1ccccc1)N1CCN(c2nc(CN3CCCCC3)cs2)CC1	3	11
COCCCNC(=O)c1ccn2c(-c3cc(F)cc(F)c3)nnc2c1	-2	-4
CC(C)C1N=C2c3ccccc3N=C(SCC(=O)c3ccc(O)c(O)c3)N2C1=O (centres undefined)	-1	20
O=C1c2ccc([N+](=O)[O-])cc2C(=O)N1CNc1ccccn1	0	-2
COc1ccc(C(=O)C=CNc2ccc(Cl)cc2Cl)cc1	-4	·
COc1cc(NC(=O)COc2ccc(Br)cc2)c(OC)cc1Cl	1	-8
N#CC1=C(N)OC2=C(C(=O)CC(c3ccccc3)C2)C1c1c[nH]c2ccccc12 (centres undefined)	3	58*
c1cncc(CNCc2ccco2)c1	0	·
CCCn1cc2c(c1-c1ccccc1)c(=O)n(C)c(=O)n2C	-8	5
COc1ccc(-c2nc3cccnc3n2C2CCN(C(=O)Nc3cccc(Cl)c3)C2)cc1 (centres undefined)	-6	20
CCC(=O)N1CCN(c2ccc(F)c(Cl)c2)C(=O)C1C (centres undefined)	-3	-1
N#CC(=Cc1ccsc1Sc1ccc(Cl)cc1)S(=O)(=O)c1ccc(Cl)cc1	2&-12	·
O=C(NC1CCCc2ccccc21)c1ccc(-n2nc(N3CCCC3)ccc2=O)cc1 (centres undefined)	2	12
O=C(COc1ccccc1)Nc1c2c(nn1-c1ccc([N+](=O)[O-])cc1)CSC2	-7	9
COc1cccc(C(=O)N2CCn3cnnc3C2)c1OC	-4	-3
Cc1ccc2nc(-c3cc(N=Cc4cccc([N+](=O)[O-])c4O)ccc3O)[nH]c2c1	0	59*
Cc1ccc(C2CCCN2C(=O)c2ccco2)cc1 (centres undefined)	2	8
COc1ccccc1C1C(C(=O)Nc2ccc(F)cc2F)=C(C)NC2=C1C(=O)CCC2 (centres undefined)	8&2	5&1
CC(=O)N/C(=C\c1ccc2c(c1)OCO2)C(=O)Nc1ccc([N+](=O)[O-])cc1	5	5
(continued)
SMILES	Pf apPOL inh	mHTT CaM bind
CN1c2cc(C(=O)N3CCN(c4ccc(F)cc4)CC3)ccc2C(=O)N2CCCCC21 (centres undefined)	3	11
O=C(NCc1cccc(F)c1)c1cc2n(n1)CCCN(Cc1ccc(F)cc1)C2=O	2	-3
CCN(CC)c1ccc(C(=O)Nc2ccccc2Cl)cc1	-6	-20
O=C(c1ccc(Cl)cc1)N1CCN(c2ccc([N+](=O)[O-])c(NCc3cccnc3)c2)CC1	-9	40
COc1ccc(OC)c(NC(=O)c2c(NC(=O)CNCc3ccccc3)sc3c2CCC3)c1	-1	-3
Cc1nc(SCc2ccc(O)c([N+](=O)[O-])c2)n[nH]1	-8	2
CC(=O)Oc1cc(C(F)(F)F)ccc1C(=O)O	-12	·
CCOC(=O)C[C@H]1c2ccc(C(F)(F)F)cc2S(=O)(=O)N1c1cccc(OC)c1	13	-6
Cc1nc(-c2ccc(CO)s2)cs1	2	·
COc1cccc(CCC(=O)N2CC3CC(NC(=O)c4ccccc4)C2C3)c1 (centres undefined)	-3	10
COc1ccc(S(=O)(=O)N2CCCc3ccccc32)cc1[N+](=O)[O-]	-2	4
COc1ccccc1N1CCN(C(=O)C2Oc3ccccc3NC2=O)CC1 (centres undefined)	1	44
CC(C)NC(=O)c1cn(-c2cccc(Cl)c2)nn1	-4	-5
O=C(c1cccc(OCC2CCCN(C(=O)C3CC3)C2)c1)N1CCCCC1 (centres undefined)	-5	6
CCN(CC)C(=O)Oc1ccc2c(=O)c(Oc3ccccc3OC)c(C)oc2c1	-4	2
O=C(CCN1C(=O)c2ccccc2C1=O)Nc1ccc(F)c(F)c1	-7	-6
Cc1ccc(Sc2cccc3nc(N)nc(N)c23)cc1	-15	·
O=C(NCC1CCN(Cc2cccs2)CC1)c1ccc2nsnc2c1	-4	-6
Cc1cc(C)cc(OCC(=O)Nc2ccc([N+](=O)[O-])cc2C)c1	8	-2
O=c1[nH]c(O)c(C=Nc2ccccc2C(F)(F)F)c(=O)[nH]1	0	0
COc1ccccc1-n1c(SCC(=O)Nc2cccc(F)c2)nc2c(c1=O)SCC2	4	15
COCCNc1cnn(-c2ccccc2)c(=O)c1Cl	-4	-4
Cc1ccccc1CSc1nnc(NC(=O)Nc2ccccc2F)s1	7	3
COc1cc2c(cc1OC)C(Nn1cnnc1)=NC1(CCCC1)C2	-1	4
O=C(CSc1nc2ccccc2c(=O)n1-c1ccccc1)N1CCN(CCO)CC1	0	-5
More structures follow:
SMILES	Pf apPOL inh	mHTT CaM bind
COCCn1cc2c3c(cccc31)CN(C(=O)Nc1ccccc1C(F)(F)F)CC2	-3	41
C=CCn1c(=O)c(=O)n(CC(=O)NCc2cccc(Cl)c2)c2ccccc21	-2	3
O=C(NC1CCS(=O)(=O)C1)c1ccc(-c2ccccn2)s1 (centres undefined)	-13	·
Cc1ccc(C2Nc3ccccc3NC3=C2C(=O)CC(c2cccs2)C3)s1 (centres undefined)	-17	21
O=C1Nc2c([N+](=O)[O-])cc([N+](=O)[O-])cc2S(=O)(=O)C1c1ccccc1 (centres undefined)	-4	4
Cc1c(Cl)cccc1NC(=O)Cn1cccc1-c1nnc(C2CC2)o1	-1	-4
O=C(CSc1cccs1)NC1=NN(c2ccccc2)C(=O)C1	-2	82*
COc1cc(N2CN=c3s/c(=C\c4cccc(Cl)c4)c(=O)n3C2)cc(OC)c1OC	-6	10
COc1ccc(OC)c(NC(=O)c2ccc(-c3cccc(Cl)c3C)o2)c1	-7	3
CCc1nc(-c2ccc(C(=O)Nc3ccc(F)cc3)cc2)cs1	-3	-8
O=C(Nc1cc(-c2ccccn2)no1)c1cccc(C(F)(F)F)c1	-5	0
CC1(C)CC(=O)C2=C(C1)N(c1ccccc1)C(=O)CC2c1cccc([N+](=O)[O-])c1 (centres undefined)	-1	9
CCOC(=O)CSc1ccc2c3c(cccc13)C(=O)N(CCc1ccc(OC)c(OC)c1)C2=O	5	·
CC(C)c1ccc(NC(=O)c2cc(S(=O)(=O)NC3CCCC3)ccc2F)cc1	1	-3
O=c1c2c(nc3cc[nH]n13)CN(S(=O)(=O)c1ccc(F)c(Cl)c1)CC2	6	-5
O=C(CSc1n[nH]c(=O)[nH]c1=O)c1ccc(Cl)cc1	6	-1
O=C(CS(=O)(=O)c1cccc2nsnc12)Nc1ccccc1C(=O)O	2	2
O=C1CC(c2ccccc2)=NN1c1ccccc1S(=O)(=O)O	-9	9
CC1=C(C(=O)Nc2ccccc2)C(c2ccccn2)n2nc(-c3ccccc3)nc2N1 (centres undefined)	-6	6
CC1CCN(C(=O)c2sc3cccc(F)c3c2Cl)CC1	-1	-28
CCOc1nc(NCCN2CCOCC2)nc(Nc2ccc(Cl)cc2)n1	-1	6
Cc1ccc(S(=O)(=O)N2CCN(C(=O)N3CCOCC3)CC2)cc1	-2	-3
O=C(CS(=O)(=O)c1ccc(F)cc1)Nc1nc(-c2cccnc2)cs1	-1	-2
CCN(C(=O)c1ccc([N+](=O)[O-])cc1)c1ccccc1C	-3	3
Cc1cc(O)c2c(c1)OC(=Cc1cccc(Br)c1)C2=O	-13	56*
Following part.
SMILES	Pf apPOL inh	mHTT CaM bind
COCCN1CC(C(=O)NCc2ccc(C)cc2)CC1=O (centres undefined)	-1	-6
O=C(NCCSc1c[nH]c2ccccc12)c1cccc(F)c1	5	9
O=C(O)CCCNS(=O)(=O)c1ccc(Cl)c(C(F)(F)F)c1	-3	-5
Cc1ccc(CNC(=O)CN(c2cccc(Cl)c2)S(C)(=O)=O)cc1	-6	-12
c1ccc2c(c1)CCN(Cc1ccncc1)C2	-8	-6
CCN(CC)C(=O)c1cc2c(s1)CCC(C(=O)N1CCN(C3CCCC3)CC1)C2 (centres undefined)	-7	9
COc1ccc(C=C2Oc3cc(O)cc(C)c3C2=O)cc1	2	7
Fc1ccc(NCc2noc(-c3cccc(F)c3)n2)cc1	-1	-6
COc1ccc(-n2cc(C(=O)N3CCN(c4ccc(F)cc4)CC3)c3ccccc3c2=O)cc1	3	78*
COc1ccc(N/C=C(/c2cc(O)ccc2O)[N+](=O)[O-])cc1	1	16
COc1cc2c(cc1NC(=O)c1ccc(=O)[nH]c1)oc1ccccc12	-2	22
c1ccc(OCCSc2nc3ccccc3o2)cc1	-3	-132
Cc1ccc(NS(=O)(=O)c2ccc(NC(=O)C3CCCCC3)cc2)c(C)c1	-9	1
O=C(NCc1ccccc1)N1CCOCC1	-6	1
CCOc1cc(C2NC(=O)NC(C)=C2C(=O)Nc2ccc(F)c(F)c2)ccc1O (centres undefined)	2	4
COc1ccc(C(=O)Nc2ccc(S(=O)(=O)N3CCOCC3)cc2)cc1	-1	3
Cc1cccc(N=c2scc(-c3cccs3)n2Cc2ccccc2)n1	-1	·
COC(=O)/C(C#N)=C\c1ccc([N+](=O)[O-])o1	·	-3
O=C(Nc1c2c(nn1-c1ccc([N+](=O)[O-])cc1)CSC2)c1cc2ccccc2oc1=O	-5	8
C/C=C/CSc1nc2nc(C)cc(C)n2n1	·	-1
Cc1c(Cl)c([N+](=O)[O-])nn1CCCC(=O)N1CCCc2ccccc21	4	5
Cc1ccc(C)n1-c1ccc(C(=O)NNC(=O)c2ccc3nsnc3c2)cc1	6	·
COCc1noc(C2CCCCN2C(=O)CCc2ccccc2OC)n1 (centres undefined)	-1	0
S=C1SCN(Cc2cccs2)CN1Cc1cccs1	2	·
CC(=O)Nc1cccc2c(C(=O)N3CCN(c4cccc(Cl)c4)CC3)ccnc12	3	17
(listing goes on)
SMILES	Pf apPOL inh	mHTT CaM bind
Cc1oc2ccc(OC(=O)C(C)C)cc2c1C(=O)OC(C)C	-4	-88
CCN1C(=O)CCc2cc(NC(=O)c3ccc(Br)o3)ccc21	-11	-1
O=C(CSc1nc2c(c(=O)n1-c1ccc([N+](=O)[O-])cc1)SCC2)Nc1cccc(F)c1	0	8
O=C(c1cc(F)ccc1Cl)N1CCC(c2nc(C3CC3)n[nH]2)CC1	-1	-4
O=C(NCc1ccccc1)C1CCN(c2ccc(Br)cc2)C1=O (centres undefined)	1	0
Cc1ccn2c3c(c(C(=O)OC(C)C)c2c1)C(=O)c1ccccc1C3=O	-56	4
COc1ccccc1N1CCN(CCNC(=O)C(=O)NC2CCCCC2)CC1	-7	-8
NC(N)=NCCCCN=C(N)N	-3	·
CCCCCOc1ccccc1/C=c1\sc2nc(-c3ccncc3)nn2c1=O	-2	2
COc1cc(CSc2nc(CC(=O)NCc3cccs3)cs2)cc(OC)c1	4	-3
Cc1ccc(C(=O)N2CCc3sc(C(=O)NCCN4CCCCC4)cc3C2)cc1	-9	2
CC12C=CC(O1)C1C(=O)N(c3ccccc3Cl)C(=O)C12 (centres undefined)	-2	-4
Cc1nc(C(F)(F)F)ccc1C(=O)Nc1oc(-c2ccccc2)cc1C#N	-3	·
CCOC(=O)c1ccc(NC(=O)CSc2nc(C)ccc2C#N)cc1	-2	6
COc1ccccc1OCCOc1ccc(C)cc1Br	-7	-19
O=S(=O)(Cc1ccccc1)N1CCN(Cc2noc3ccccc23)CC1	-1	-13
Cc1ccc2nsnc2c1S(=O)(=O)N1CCN(C23CC4CC(CC(C4)C2)C3)CC1	6	-5
O=C(c1cc(I)ccc1Cl)N1CCN(c2ccc([N+](=O)[O-])cc2)CC1	-7	5

Not all compounds are listed; the hit share may differ from the screen's.
